KB-3-1 tox = kills parental KB-3-1 adenocarcinoma cells | KB-3-1 viability, CellTiter-Glo ATP luminescence, 72 h | AID 1347075 | 1.4% of 400,000 active | Potency, µM (highest dose often 46.1 µM), for inactives: at the top dose activity change, negative = cytotoxic, usual class: cytotoxic; also: potency is read from the fitted curve at half-maximal effect; % is scaled to controls: 0 for no effect and ±100 for the full control effect; nearly all actives have a fitted effect of over 60% in size
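Here the drug-naive KB-3-1 line serves as comparator for MDR sub-line selectivity; cells received compound titrations, 72 h at 37 °C, then CellTiter-Glo readout.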
SW480 rerep = induces DNA re-replication in SW480 colon adenocarcinoma cells. Potency, µM (doses to about 46.1 µM), without a hit: at the highest dose re-replication activation, usual class: activators. SW480 DNA re-replication, Hoechst DNA content imaging, 48 h. AID 624297. 1.8% of 340,000 active; also: potency is read from the fitted curve at half-maximal effect; % of control where 0% means no effect; nearly all actives have a fitted effect of over 55% in size
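Cells (250 per well) received 23 nL compound or DMSO by pin tool and were kept 48 hr at 37 C, 5% CO2. Nuclei were then stained with Hoechst for 40 min and scanned for DNA content.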
KB-V1 cytotox = KB-V1 MDR subline cytotoxicity; AID 1347076; KB-V1 MDR cells viability, CellTiter-Glo, 72 h; Potency, µM (highest dose often 46.1 µM), for the others: at the highest dose activity change, negative = cytotoxicity, hits mostly cytotoxic; 3.4% of 400,000 active; also: potency is read from the fitted curve at half-maximal effect; % is scaled to controls: 0 for no effect and ±100 for the full control effect; nearly all actives have a fitted effect of over 60% in size
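KB-V1, DMEM (no phenol red) + 10% FBS; cpd pin-transferred, titration series; 72 h, 37 degrees C; CellTiter-Glo, luminescence. Data normalized, curve-fit.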
ATXN2 expr inh = ATXN2 expression inhibition; AID 1745845; Potency, µM (top dose mostly 57 µM), inactives show at the highest dose activity change, negative = inhibition, actives largely listed as inhibitors; HEK-293 ATXN2-luciferase reporter, luminescence, 24 h; 0.72% of 360,000 active; also: potency is read from the fitted curve at half-maximal effect; % is scaled to controls: 0 for no effect and ±100 for the full control effect; nearly all actives have a fitted effect of over 55% in size
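ATXN2-luciferase reporter cells (luciferase flanked by upstream and downstream ATXN2 gene portions) were treated 24 h at 37 °C with compounds at up to 57 uM. SteadyGlo luminescence gave expression; GF-AFC fluorescence gave viability.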
MCF10A rerep = DNA re-replication induction in MCF 10a cells. MCF 10A DNA re-replication, Hoechst nuclear intensity, 48 h. Potency, µM (titrated, usually from 46.1 µM), for the others: at the top dose activity, positive = re-replication, actives largely listed as activators. 2.9% of 350,000 active. AID 624296; also: potency is read from the fitted curve at half-maximal effect; % of control where 0% means no effect; nearly all actives have a fitted effect of over 50% in size
HT1080-NT tox = kills 2HG-producing HT-1080-NT fibrosarcoma cells; HT-1080-NT fibrosarcoma viability, CellTiter-Glo ATP luminescence, 48 h; Potency, µM (top dose mostly 46.1 µM), for inactives: at the highest dose activity, negative = less viability, most hits filed as cytotoxic; 1.6% of 360,000 active; AID 686970;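 also: NT is the 2HG producing partner of a matched IDH1 knockdown line; potency is read from the fitted curve at half-maximal effect; 0% = DMSO-treated cells and -100% = media-only wells without cells; nearly all actives have a fitted effect of over 55% in size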
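Compounds were tested in concentration-response format on HT-1080-NT cells for 48 hours at 37 degrees C. Cell viability came from CellTiter-Glo luminescence; curves were classified by r2, response magnitude and activity.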
HT1080 IDH1KD tx = toxicity to HT-1080 IDH1 knockdown cells (counter line) | 2% of 360,000 active | HT-1080 IDH1 knockdown viability, ATP luminescence, 48 h | Potency, µM (doses to about 46.1 µM), for the others: at the top dose activity, negative = toxicity, actives largely listed as cytotoxic | AID 686971;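 also: potency is read from the fitted curve at half-maximal effect; 0% = DMSO wells and -100% = cell-free medium wells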
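Knockdown cells (IDH1KD HT-1080) received compounds 2 h after plating at 750 cells/well and were kept 48 h at 37 °C in 5% FBS RPMI. A CellTiter-Glo luminescence read gave % activity for curve fitting.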
IL-1B inflam inh = inhibitors of inflammasome signaling (IL-1 beta secretion) | THP-1 LPS/ATP IL-1B secretion, AlphaLISA, 16 h; stronger effect = lower value | activity change, % at 57.5 µM | 4.7% of 360,000 active | AID 743279; in the data active = activity change below about -50%; inconclusive = mostly about -30% to -49%; also: % is scaled to controls: 0 for no effect and ±100 for the full control effect
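THP-1 cells pretreated 1 hr with compounds (up to 57.5 uM final), then stimulated with LPS (250 ng/mL final) plus ATP (1.25 mM final); secreted IL-1B measured by AlphaLISA after 16 hr, decreased signal indicating inhibition.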
WRN inhibitor = blocks human WRN helicase; Q14191; WRN helicase unwinding, fluorescent forked duplex, kinetic; Potency, µM (series often up to 114 µM), for the others: at the top dose activity change, negative = inhibition, hits mostly inhibitors; 0.46% of 360,000 active; also: potency is read from the fitted curve at half-maximal effect; % is scaled to controls: 0 for no effect and ±100 for the full control effect; nearly all actives have a fitted effect of over 55% in size
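Kinetic fluorescence helicase assay: unwinding of a quenched forked DNA duplex (100 nM final) with 2 mM ATP final raises red fluorescence (525/598 nm). Compounds sat 15 min at room temperature with 20 nM WRN beforehand.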
* = called active by the depositor; ? = inconclusive; nt = not tested or not shown; [ ] = remark or other dose. Unless noted, calls follow the shape of the dose curve; as a rule, active = well fitted curve in the direction sought with a large enough effect; inconclusive = small, poorly fitted or top-dose-only effect, or another doubt; inactive = no such curve, though single readings can be large; an effect the other way counts as inactive or inconclusive. No enrichment for hits; overall some 12% were active at least once.

SMILES | KB-3-1 tox | SW480 rerep | KB-V1 cytotox | ATXN2 expr inh | MCF10A rerep | HT1080-NT tox | HT1080 IDH1KD tx | IL-1B inflam inh | WRN inhibitor
COc1ccc(CN2CCN(CCCCOc3ccc(Cl)cc3)CC2)c(OC)c1OC | ? | 4% | ? | ? | 25% | ? | -18% | -61* | 2%
C/C(CCc1ccc2c(c1)OCO2)=N\NC(=O)c1ccccc1 | 6% | 3% | 5% | nt | 7% | -6% | 6% | ? | -9%
Cc1ccc(NC(=O)C(=O)NCCOc2ccc(Cl)cc2)c(C)c1 | 1% | 2% | 0% | -13% | 3% | 0% | -4% | -9 | -7%
CCOc1ccc(NC(=O)Nc2ccc3nccnc3c2)cc1 | 3% | -1% | ? | 8% | ? | -6% | -9% | -13 | -20%
Cc1cccc(C(=O)N2CCCN(C(=O)c3cccc(C)c3)CC2)c1 | -4% | -2% | ? | -2% | 18% | -1% | -4% | -5 | -30%[57.1 µM]
Nc1cccc(-c2nc3cc(S(=O)(=O)c4ccc5oc(-c6cccc(N)c6)nc5c4)ccc3o2)c1 | ? | 6.5µM* | ? | ? | ? | ? | ? | -1 | -8%
COC(=O)c1cccc(NC(=O)CN2C(=O)C3CCCCC3C2=O)c1 (stereo not given) | -4% | ? | -19% | 5% | 5% | -3% | 2% | -14 | 4%
Cc1ccc(C2C(C(N)=S)=C(N)OC3=C2C(=O)CC(C)(C)C3)cc1 (stereo not given) | 13% | 1% | 7% | 6% | -3% | -5% | 6% | 4 | -17%
O=C(O)C1CCN(C(=O)CSc2nnc3ccccn23)CC1 | -25% | -43% | 2% | 6% | 14% | 4% | -4% | 1 | 6%
CC(C)(C)OC(=O)N1CCOCCOCCNCCOCCOCC1 | 6% | -12% | 2% | -13% | -8% | 4% | 5% | 14 | 4%
Nc1c(C(=O)Nc2ccc(F)cc2)sc2nc(-c3ccco3)ccc12 | -14% | ? | 0% | -1% | ? | -19% | -19% | -4 | -10%
O=C(NCCCO)c1ccc(CSc2nc3ccccc3[nH]2)cc1 | -5% | -3% | 5% | 4% | ? | -17% | -1% | 46 | 2%
C=CCn1c(CNc2ccccc2)nnc1SCC(=O)N/N=C/c1ccc(O)cc1O | -4% | 5% | 4% | ? | 16µM* | ? | ? | 86 | -9%
CC1(C)CC(=O)C=C(NC2=CC3OC(c4ccccc4)OCC3OC2=O)C1 (stereo not given) | 12% | ? | -27% | -3% | ? | ? | 21µM* | -25 | -36%
COC(=O)C1=C(C)NC(=O)/C1=C/c1ccc(CNS(=O)(=O)c2ccc(C)cc2)o1 | -1% | -4% | -3% | -18% | -7% | -5% | -14% | 43 | -18%
COc1ccc(C(=O)Nc2nc3ccccc3[nH]2)cc1OC | 7% | -3% | 6% | 37%[activator] | -18% | 3% | ? | -12 | 10%
O=C1Nc2ccc(S(=O)(=O)NCCCO)c3cccc1c23 | 14% | 3% | 8% | nt | -4% | 2% | 3% | -15 | 1%
COc1ccc(CN(Cc2cccnc2)S(=O)(=O)c2ccc(-n3cnnn3)c(C)c2)cc1OC | 11% | 0% | ? | 1% | 19% | -25% | 7%[9.24 µM] | ? | -8%[57.1 µM]
C=CCOc1cccc(/C=C2\C(=O)N(Cc3ccc(C)cc3)C(C)=C2C(=O)OC)c1 | ? | ? | -5% | ? | 16µM* | -19% | -16% | -91* | -9%
COc1ccc(C(=O)N(Cc2nc(-c3ccc(C)cc3)no2)C(C)C)cc1OC | -23% | ? | -5% | 0% | ? | -4% | -5% | 11 | -3%
CC1(C)Cc2c(cnn2-c2ccc(F)cc2)C(NC(=O)C2=CC(=O)CC(C)(C)O2)C1 (stereo not given) | 1% | nt | -30% | nt | nt | -2% | 1% | -9 | -3%
CCOC(=O)c1ccc(NC(=O)c2nc[nH]c2C(=O)N[C@@H](C)C(=O)OC(C)(C)C)cc1 | -1% | -8% | 1% | 6% | 0% | 25% | 17% | 14 | -4%
CC(Sc1nncn1C)C(=O)Nc1ccc(N2CCCCC2)cc1 (stereo not given) | 17% | -15% | 4% | 9% | -2% | 12% | 8% | -7 | 4%
COc1ccc(CC(=O)OCc2cc(=O)n3cc(Br)ccc3n2)cc1OC | -4% | -11% | -17% | 7% | -1% | ? | ? | -3 | 4%
Cc1nn(-c2ccccc2)c(C)c1S(=O)(=O)O | 2% | 1% | 10% | -5% | -18% | ? | 25% | 25 | 4%
O=C(Nc1c[nH]c(=O)[nH]c1=O)c1cc([N+](=O)[O-])cc([N+](=O)[O-])c1 | 1% | -16% | -17% | nt | 0% | -16% | -7% | -5 | 14%
COc1cc(C(C)=O)ccc1OCCCOc1cccc2cccnc12 | -9% | ? | ? | 22% | 1% | -18% | -19% | -11 | -4%[57.1 µM]
COc1cccc(C(=O)C(=O)N2CCN(C(=O)OCc3ccccc3)CC2)c1 | -3% | nt | ? | nt | nt | 1% | 18% | -12 | 0%
O=C(CC1C[C@H](C(=O)N2CCCCC2)[C@@]2(CCc3ccccc3)c3[nH]c4ccccc4c3CCN2C1=O)NCc1ccco1 (stereo not given in full) | 0% | 9% | 0% | ? | -14% | -1% | -1% | -60* | -6%
CCN(Cc1ccncc1)C(=O)C1CCC(=O)N(Cc2ccc(Cl)cc2)C1 (stereo not given) | -4% | -4% | -5% | 8% | 0% | 9% | 2% | 11 | -11%
Cn1c2c(c3ccccc31)CCN(CCCCN1CCN(c3ccccc3)CC1)C2=O | -1% | ? | 5.8µM* | 0% | ? | -14% | ? | -62* | 30%
CN(C1CCS(=O)(=O)C1)S(=O)(=O)c1cccc2nsnc12 (stereo not given) | 16% | -3% | 9% | -18% | 6% | 15% | 15% | -3 | -5%
COc1cccc(CN(C(=O)c2ccco2)C2CCS(=O)(=O)C2)c1 (stereo not given) | 2% | 4% | ? | 4% | 6% | 7% | 8% | -13 | -10%
COc1ccc(-c2oc3ccccc3c2C(=O)OCc2ccc(O)cc2)cc1 | -31% | ? | -2% | -4% | 291% | ? | -10% | -29 | -8%
CC(C)CNC(=S)NC(=O)c1ccc(Cl)cc1Cl | ? | 5% | -7% | 33% | 0% | 1% | -7% | 71 | -2%
CCOC(=O)C1CCCN(C(=S)Nc2ccc(C)cc2C)C1 (stereo not given) | -6% | 1% | 15µM* | 9% | 0% | 0% | 10% | -12 | -1%
C=C(C)CC1N(c2cccc(OC)c2)C(=O)C2C(C(=O)O)C3C=CC21O3 (stereo not given) | 2% | 0% | 1% | 1% | 1% | 2% | -1% | 14 | -4%
Cc1ccc2c(c1)N(CC(=O)NCCc1ccccc1)C(=O)c1cccnc1O2 | 7% | 0% | 29% | 3% | -1% | 1% | 2% | 22 | 3%
Cc1ccc(C2=NS(=O)(=O)N(C)C(C(=O)N3CCOCC3)=C2)cc1 | 1% | 1% | -8% | 9% | 14% | 3% | 1% | -8 | 3%
CCNc1nc(-c2sc(NC(=O)C(C)(C)C)nc2C)c(-n2cc(-c3ccccc3)nn2)s1 | ? | nt | 18µM* | 14µM* | nt | ? | ? | -77* | -10%
CC1(C(=O)NS(=O)(=O)C2CC2)CCCN(C(=O)COc2ccccc2)C1 (stereo not given) | 0% | nt | 3% | 13% | nt | ? | 0% | 40 | -5%
COc1ccc(/C=C/C2=CC(C)(C)NC(=S)N2)cc1OC | -8% | -6% | -12% | -23% | ? | -4% | -6% | -3 | -11%
CCOC(=O)c1cc2occc2n1CCCN1C(=O)c2ccccc2C1=O | 5% | 14% | ? | 7% | -4% | 0% | 17% | ? | -8%

Grouped by structure: the entries above with a furan ring, fused or not (6)
SMILES | KB-3-1 tox | SW480 rerep | KB-V1 cytotox | ATXN2 expr inh | MCF10A rerep | HT1080-NT tox | HT1080 IDH1KD tx | IL-1B inflam inh | WRN inhibitor
Nc1c(C(=O)Nc2ccc(F)cc2)sc2nc(-c3ccco3)ccc12 | -14% | ? | 0% | -1% | ? | -19% | -19% | -4 | -10%
COC(=O)C1=C(C)NC(=O)/C1=C/c1ccc(CNS(=O)(=O)c2ccc(C)cc2)o1 | -1% | -4% | -3% | -18% | -7% | -5% | -14% | 43 | -18%
O=C(CC1C[C@H](C(=O)N2CCCCC2)[C@@]2(CCc3ccccc3)c3[nH]c4ccccc4c3CCN2C1=O)NCc1ccco1 (stereo not given in full) | 0% | 9% | 0% | ? | -14% | -1% | -1% | -60* | -6%
COc1cccc(CN(C(=O)c2ccco2)C2CCS(=O)(=O)C2)c1 (stereo not given) | 2% | 4% | ? | 4% | 6% | 7% | 8% | -13 | -10%
COc1ccc(-c2oc3ccccc3c2C(=O)OCc2ccc(O)cc2)cc1 | -31% | ? | -2% | -4% | 291% | ? | -10% | -29 | -8%
CCOC(=O)c1cc2occc2n1CCCN1C(=O)c2ccccc2C1=O | 5% | 14% | ? | 7% | -4% | 0% | 17% | ? | -8%
